# Bioassay records: PubChem, Sanford-Burnham Center for Chemical Genomics
# tim10-1 inh: growth inhibitors of tim10-1 mutant yeast, primary screen, luminescence, uHTS. S. cerevisiae tim10-1 ts strain growth, BacTiter-Glo, 24 h. inhibition, % at 20 µM. 330,000 compounds, 2.2% hits;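 active = inhibition of at least 40%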;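 also: mutant grown at 25 °C; 0% = DMSO wells with yeast and 100% = wells holding no yeast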
# beta cell repl: inducers of MIN6 beta-cell proliferation, primary screen, ATP luminescence, uHTS. MIN6 cells proliferation, ATPlite luminescence, 48 h; cells starved in 0.2% serum; 100% = growth in 10% serum. proliferation, % at 10 µM. 330,000 compounds, 0.29% hits. AID 2380, 2010;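 active = compounds whose signal lies at least 3.5 SD above the mean of all wells on their plate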;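 also: 0% = DMSO-treated cells in low-serum medium and 100% = 10% serum control; some compounds called inactive have numbers as strong as hits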
# TIM10 inh: growth inhibitors of isogenic TIM10 control yeast, primary screen, counter-screen for tim10-1 yeast inhibitor project, luminescence, uHTS. S. cerevisiae TIM10 strain growth, BacTiter-Glo luminescence, 24 h. inhibition, % at 10 µM. 330,000 compounds, 1.4% hits. AID 463195, 2010;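 active = inhibition of 40% or more at the single tested concentration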;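 also: wild-type TIM10 isogenic control strain grown at permissive 25 °C; 0% = DMSO yeast wells and 100% = minimal medium wells without yeast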
# A3A deaminase: APOBEC3A ssDNA deaminase inhibitors, primary screen, selectivity assay for APOBEC3G inhibitor project, biochemical, FAM/TAMRA oligo cleavage fluorescence. DNA dC->dU-editing enzyme APOBEC-3A (Homo sapiens), P31941. recombinant A3A, FAM/TAMRA ssDNA deamination fluorescence. inhibition, % at 20 µM. 330,000 compounds, 0.41% hits;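 active = at least 40% inhibition at 20 µM here, with at most 30% in a related deaminase screen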;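 also: plate controls were A3A with DMSO for no effect and wells lacking A3A enzyme for full effect; some results filed as inactive read as strong as hits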
# Target sequence (P31941 whole entry, looked up): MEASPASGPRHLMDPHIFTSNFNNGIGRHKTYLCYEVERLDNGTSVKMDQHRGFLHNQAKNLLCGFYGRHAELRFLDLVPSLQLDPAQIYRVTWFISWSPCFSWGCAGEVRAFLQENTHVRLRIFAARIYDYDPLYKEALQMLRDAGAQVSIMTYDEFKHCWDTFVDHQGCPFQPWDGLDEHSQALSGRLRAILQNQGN
# mIAP activ: activators of mouse IAP, primary screen, biochemical, luminescence, uHTS; 330,000 compounds, 0.24% hits; AID 2805, 2010; muIAP, CDP-Star luminescence, 30 min; active compounds read high; 1 = vehicle-only enzyme signal, 0 = enzyme-free wells; intestinal alkaline phosphatase [Mus musculus]; activation factor at 10 µM;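 active = activation factor of at least 2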; also: the source names both 10 and 20 µM as test concentration; values of inactives mirror those of a sister screen read the other way
#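 also added = chemiluminescent substrate CDP-Star | test system = mouse IAP enzyme | signal = chemiluminescence readout | compound = DMSO-dissolved test compounds | incubation = 30 min at room temperature | benchmarks = DMSO wells, no-enzyme wells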
# mIAP block: inhibitors of mouse IAP, primary screen, biochemical, luminescence, uHTS | 330,000 compounds, 0.2% hits | purified mouse IAP, CDP-Star luminescence, 30 min | intestinal alkaline phosphatase [Mus musculus] | AID 2806, 2010 | inhibition, % at 10 µM;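 active = inhibition of at least 40% at 10 µM in the primary screen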;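 also: plate controls were DMSO with enzyme for no effect and no enzyme wells for full effect; values of inactives mirror those of a sister screen read the other way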
# hIAP inh: human IAP inhibitors, primary screen, biochemical, luminescence, uHTS | Intestinal-type alkaline phosphatase (Homo sapiens), P09923 | purified IAP, CDP-Star luminescence, 30 min | inhibition, % at 10 µM | 330,000 compounds, 0.12% hits | AID 2544, 2010;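 active = inhibition reaching a set limit with compound at 10 µM in the primary screen, cut at about 35% in these data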;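 also: plate controls were DMSO wells with enzyme for no effect and no-enzyme buffer wells for full effect; values of inactives mirror those of a sister screen read the other way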
# NLRP3 yeast inh: NALP3 inflammasome inhibitors in reconstituted yeast, primary screen, luminescence, uHTS | Yeast reconstituted NLRP3/ASC/caspase-1, beta-gal luminescence, 24 h | inhibition, % at 10 µM | 330,000 compounds, 0.39% hits | AID 2825, 2010;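 active = inhibition of 50% or more; inactive = inhibition below 50%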;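 also: plate controls were induced DMSO wells for no effect and uninduced yeast grown without galactose for full effect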
# A3G deaminase: APOBEC3G DNA deaminase inhibitors, primary screen, biochemical, fluorescence, single-stranded DNA substrate, uHTS; inhibition, % at 20 µM; DNA dC->dU-editing enzyme APOBEC-3G (Homo sapiens), Q9HC16; 330,000 compounds, 0.28% hits; recombinant A3G, ssDNA deamination FAM/TAMRA fluorescence; AID 493012, 2011;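 active = inhibition of at least 40% at 20 µM, with no more than 30% in the related APOBEC3A deaminase screen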;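 also: plate controls were DMSO wells with A3G for no effect and wells lacking A3G enzyme for full effect; some compounds called inactive have numbers as strong as hits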
# Target sequence (Q9HC16 whole entry, looked up): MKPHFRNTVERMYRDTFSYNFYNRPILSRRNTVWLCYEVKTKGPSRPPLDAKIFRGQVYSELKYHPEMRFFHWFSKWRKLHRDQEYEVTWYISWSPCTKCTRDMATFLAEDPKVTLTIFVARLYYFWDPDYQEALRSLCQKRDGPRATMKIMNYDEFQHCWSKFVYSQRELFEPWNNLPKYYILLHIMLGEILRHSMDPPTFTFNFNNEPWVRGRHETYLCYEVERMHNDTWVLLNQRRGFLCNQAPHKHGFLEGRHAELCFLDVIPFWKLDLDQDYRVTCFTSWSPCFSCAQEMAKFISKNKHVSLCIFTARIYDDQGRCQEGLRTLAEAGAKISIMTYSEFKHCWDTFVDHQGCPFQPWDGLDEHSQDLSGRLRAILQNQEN
# Starred values were filed as active, the others as inactive. Outcome played no part in choosing rows. About 4.6% of those tested had a hit in this group.
SMILES,tim10-1 inh,beta cell repl,TIM10 inh,A3A deaminase,mIAP activ,mIAP block,hIAP inh,NLRP3 yeast inh,A3G deaminase
CCN1CCCC1CNC(=O)C1c2cc(OC)c(OC)cc2C(=O)N(C)C1c1cccnc1 (stereo not given),0,-1,-4,-2,1,-1,10,19,0
CCN1CCN(c2ccc(NC(=O)c3ccco3)cc2)CC1,-6,-2,-2,-3,0.99,1,-15,5,-2
Cn1c(SCC(=O)NC2CCCCCC2)nnc1-c1ccco1,-5,-3,9,-1,1,0,10,7,-9
COC(=O)c1cc(Cl)cc(Cl)c1OS(=O)(=O)N(C)C,41*,-2,-3,-1,0.96,4,6,-16,-5
O=C(Nc1ccc2nc(-c3ccco3)c(-c3ccco3)nc2c1)N1CCCCCC1,16,-2,-7,96,0.65,35,-15,13,93
CCOc1ccc(N2CC(C(=O)N3CCCCCC3)CC2=O)cc1 (stereo not given),-13,1,5,-4,0.97,3,11,10,-11
O=C(CS(=O)(=O)c1ccccc1)c1cc2cc(F)ccc2oc1=O,39,-4,8,-4,0.89,11,13,12,3
CCOc1ccccc1NC(=O)COc1coc(CN2CCc3ccccc3C2)cc1=O,9,-2,11,0,1,-1,12,14,-4
COc1ccc(NC(=O)c2cccc(OS(=O)(=O)N(C)C)c2)cc1,11,0,5,-1,0.96,4,-11,6,-1
O=c1[nH]c2ccc(Cl)cc2c(-c2ccccc2)c1N1CCN(c2ccccn2)CC1,5,-3,14,4,0.93,7,-3,16,0

# Complete entries, looked up by structure. Order of screens: tim10-1 inh, beta cell repl, TIM10 inh, A3A deaminase, mIAP activ, mIAP block, hIAP inh, NLRP3 yeast inh, A3G deaminase
# Listed for COc1ccc(NC(=O)c2cccc(OS(=O)(=O)N(C)C)c2)cc1 → 11, 0, 5, -1, 0.96, 4, -11, 6, -1
# Listed for CCN1CCCC1CNC(=O)C1c2cc(OC)c(OC)cc2C(=O)N(C)C1c1cccnc1 (stereo not given) → 0, -1, -4, -2, 1, -1, 10, 19, 0
# Listed for CCOc1ccccc1NC(=O)COc1coc(CN2CCc3ccccc3C2)cc1=O → 9, -2, 11, 0, 1, -1, 12, 14, -4

# By substructure: those above containing a furan ring, fused or not (three)
SMILES,tim10-1 inh,beta cell repl,TIM10 inh,A3A deaminase,mIAP activ,mIAP block,hIAP inh,NLRP3 yeast inh,A3G deaminase
CCN1CCN(c2ccc(NC(=O)c3ccco3)cc2)CC1,-6,-2,-2,-3,0.99,1,-15,5,-2
Cn1c(SCC(=O)NC2CCCCCC2)nnc1-c1ccco1,-5,-3,9,-1,1,0,10,7,-9
O=C(Nc1ccc2nc(-c3ccco3)c(-c3ccco3)nc2c1)N1CCCCCC1,16,-2,-7,96,0.65,35,-15,13,93

# New compounds follow
SMILES,tim10-1 inh,beta cell repl,TIM10 inh,A3A deaminase,mIAP activ,mIAP block,hIAP inh,NLRP3 yeast inh,A3G deaminase
c1ccc2[nH]c(C3CC3)nc2c1,19,2,3,-1,1.1,-9,-27,3,-7
Cc1c(C)c2c(OCC(=O)NCc3ccco3)cc3c(c2oc1=O)CCC(C)(C)O3,-12,2,-9,1,1.1,-10,0,14,-7
CCOc1ccc(N=NC2C(=O)N(C(N)=S)N=C2C)cc1 (stereo not given),21,-3,5,-10,0.96,4,-10,37,-9
Cc1cccc(OCC(=O)OCC(=O)Nc2sccc2C(N)=O)c1,-7,4,-6,0,0.91,9,-16,19,-4
COc1cccc(NC(=O)CCC2CCN(C(=O)c3ccc(C(C)=O)s3)CC2)c1,11,-4,-4,-6,0.97,3,-4,13,-4
Cc1cc(OC(=O)c2c(Cl)cc(Cl)cc2Cl)nc(C)n1,27,-3,28,1,0.93,7,-3,17,4
CCN1CCN(Cc2ccc(NC(=O)c3ccc(C)c(NC(=O)C4=NN(c5ccccc5)C(=O)C4)c3)cc2C(F)(F)F)CC1,7,-3,-1,-4,0.98,2,-6,10,-1
NC1=NC(=O)CC(C(=O)NCc2ccccc2)S1 (stereo not given),3,0,-22,-1,0.97,3,-3,15,-1
COc1ccc(C)cc1S(=O)(=O)NCCc1ccccc1,22,1,-7,-5,1,-1,-5,9,-7
Cc1ccccc1OCCNc1cc(N2CCCCC2)ccc1[N+](=O)[O-],10,0,10,-3,0.82,18,16,14,-5
CCOC(=O)c1ccc(NC(=O)Cc2coc3cc4c(cc23)CCC4)cc1,39,-6,8,-1,1.2,-25,7,24,-6
COc1ccc(CCNS(=O)(=O)c2cn(C)nc2C)cc1,10,0,-3,0,1,-4,-27,10,-8
O=S(=O)(c1cccc(S(=O)(=O)N2CCOCC2)c1)N1CCCCC1,18,0,13,-2,0.97,3,2,10,3
COc1ccc(NN=Nc2nc3c([nH]2)c(=O)n(C)c(=O)n3C)cc1,1,0,4,-3,0.91,9,4,10,22
CC1CCN(C(=O)c2ccc([N+](=O)[O-])o2)CC1,41*,-1,6,-4,0.98,2,15,37,-10
CCCOc1ccc(NCC(=O)Nc2ccc(C)cc2C)cc1,36,-5,-2,-4,1,0,10,10,-5
CCCN=Cc1sc2ccc(OCC)cc2c1O,-20,-3,19,-2,0.96,4,8,21,-2
CCOc1ccccc1N(CC(=O)Nc1cc(OC)ccc1OC)S(C)(=O)=O,25,-1,-7,0,0.99,1,-2,-2,-4
Cc1ccccc1C(=O)c1cccn1CC(=O)N1CCCCC1,-7,-1,2,-1,1,-5,-10,4,-3
CN(CC(=O)N1CCN(c2ccccn2)CC1)S(=O)(=O)c1ccc(Cl)cc1,21,-3,-10,-1,1,0,-11,26,2

# Exported as labelled records: entries from further up
> CCCOc1ccc(NCC(=O)Nc2ccc(C)cc2C)cc1
  tim10-1 inh: 36	beta cell repl: -5	TIM10 inh: -2	A3A deaminase: -4	mIAP activ: 1	mIAP block: 0	hIAP inh: 10	NLRP3 yeast inh: 10	A3G deaminase: -5

> CCCN=Cc1sc2ccc(OCC)cc2c1O
  tim10-1 inh: -20	beta cell repl: -3	TIM10 inh: 19	A3A deaminase: -2	mIAP activ: 0.96	mIAP block: 4	hIAP inh: 8	NLRP3 yeast inh: 21	A3G deaminase: -2

# (listing goes on)
SMILES,tim10-1 inh,beta cell repl,TIM10 inh,A3A deaminase,mIAP activ,mIAP block,hIAP inh,NLRP3 yeast inh,A3G deaminase
CCC(C)[C@@H](C(=O)N1CCNCC1)n1cc(CCCN=C(N)N)nn1 (stereo not given in full),-13,1,-11,-7,1.1,-7,9,-1,-11
Cc1ccc(N/N=C/c2ccc3c(c2)OCCO3)cc1Cl,10,-2,14,-2,0.88,12,7,26,-4
O=C(CCn1c(=O)[nH]c2ccsc2c1=O)NCCc1ccc(Cl)cc1,20,1,3,-4,1.1,-13,-10,7,-6
O=C(COC(=O)c1ncc(Cl)c(Cl)c1Cl)NC(=O)NCc1ccccc1,16,-3,18,-7,1.1,-9,-23,-5,-10
O=C(CCSc1nnc(-c2ccncc2)o1)Nc1cccc2ccccc12,15,-3,-3,-14,1,-3,-4,1,-3
CC(C)CC(C(=O)NC1CCCCC1)N(Cc1ccccc1)C(=O)c1snc(C(N)=O)c1N (stereo not given),28,-2,4,2,1.1,-6,15,18,0
Cc1c(C(=O)OCC2CCCO2)[nH]c2c1C(=O)CC(c1ccco1)C2 (stereo not given),15,3,15,65,0.97,3,-28,23,45
COc1ccc(-n2c(O)c(/C=C3\C=Nc4ccccc43)c(=O)[nH]c2=O)cc1,-14,0,-17,-6,0.79,21,20,21,-11
CC(=O)c1c(C(C)=O)c(C)n(-c2ccc(C)c(NC(=O)c3ccccc3Cl)c2)c1C,12,2,6,-1,1,-1,23,-8,-4
COC(=O)c1ccccc1S(=O)(=O)N1CCC(C(=O)OCc2ccc([N+](=O)[O-])cc2)CC1,15,1,3,-1,0.94,6,-4,6,-6
O=C(/C=C/c1cccc([N+](=O)[O-])c1)NCCSCc1ccc(Cl)cc1Cl,42*,-4,30,-1,0.94,6,-9,15,-5
C=CCOc1ccccc1C(=O)/C=C1/C(=O)Nc2ccccc21,50*,-7,80*,-4,0.91,9,11,59*,-8
OCCN1CCN(c2ncnc3sc(-c4ccccc4)cc23)CC1,11,1,8,1,1.1,-10,8,13,1
CCn1c(CNC(=O)Cc2ccc(OC)cc2)nnc1SCC(=O)NC1CCCCC1,3,0,3,0,0.96,4,0,-10,-5
COc1ccc(CNC(=O)CCCOc2cc(=O)n(C)c3ccccc23)cc1,9,-1,16,6,0.94,6,10,0,-6
CN(C)c1ccc(C(CNS(=O)(=O)c2ccc(F)c(F)c2)c2c[nH]c3ccccc23)cc1 (stereo not given),15,-5,20,-3,1,-1,16,19,-6
O=C1N[C@@H](c2ccccc2)COC(=O)[C@@H](Cc2ccc(F)cc2)C/C=C\C[C@H]1CC(=O)N(CCO)Cc1ccccc1,-1,-6,11,-1,1.6,-57,-4,7,-2
N#Cc1c(N)n(-c2cccc(C(=O)O)c2)c2nc3ccccc3nc12,4,-1,-4,-4,0.94,6,2,10,-9
O=C(Cn1ncc2c3ccccc3n(Cc3ccccc3)c2c1=O)NCc1ccco1,4,-2,0,4,1,-3,-12,11,-1
CC(=O)Nc1ccc(NC(=O)C(C)OC(=O)CCCN=C2NS(=O)(=O)c3ccccc32)cc1 (stereo not given),-2,-1,4,-4,0.97,3,16,-6,-7
CCc1nnc(NC(=O)CCC(=O)N2CCN(Cc3cc(Cl)ccc3OC)CC2)s1,23,0,3,-1,0.98,2,-27,16,-3
c1ccc2c(c1)CSc1sccc1C2=C1CCNCC1,-2,-4,1,-1,0.99,1,2,0,-2
